NPY-Y1 PAM-ag – NPY-Y1 receptor potentiators or agonists, primary screen, cell-based; actives 0.37% (n = 220,000); NPY-Y1 expressing cells, potentiator/agonist activation; AID 1304, 2008; Neuropeptide Y receptor type 1 (Homo sapiens), P25929; activation, % at 3.6 µM; in the data active = activation above about 33%, passing the limit was not always enough;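 also: cells stimulated with NPY at EC10 then isoproterenol at EC100; 0% = low agonist plus stimulus and 100% = saturating agonist plus stimulus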
CHOP inh – inhibitors of CHOP promoter induction, primary screen, cell-based, unfolded protein response, luciferase reporter; inhibition, % at 10 µM; actives 3.8% (n = 220,000); CHO-K1 CHOP-promoter luciferase, tunicamycin-induced, 15-18 h; AID 2732, 2010;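 active = compounds that reduced the stress-induced luciferase reporter signal by more than about 70% of percent inhibition, limit read from the data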;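 also: 0% = tunicamycin plus vehicle and 100% = wells without tunicamycin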
BaF3 parental – parental Ba/F3 cell viability inhibition, counter-screen for JAK2V617F inhibitor project, murine pro-B, CellTiter-Glo luminescence | CellTiter-Glo ATP luminescence | inhibition, % at 5.6 µM | actives 1.1% (n = 220,000);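 active = inhibition above a per-campaign cutoff, the mean inhibition of all tested compounds plus 3 SD, cut at about 27% in these data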;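 also: 0% = DMSO wells and 100% = JAK Inhibitor I control wells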
NPY Y1 blocker – NPY-Y1 receptor antagonists, primary screen, cell-based; Neuropeptide Y receptor type 1 (Homo sapiens), P25929; HEK293-CNG Y1 cells, membrane potential fluorescence; NPY at EC95, then isoproterenol; inhibition, % at 3.6 µM; actives 1% (n = 200,000);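 active = inhibition above the campaign mean inhibition of all tested compounds plus 3 SD, cut at about 20% in these data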;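 also: 0% = DMSO wells given NPY plus isoproterenol and 100% = isoproterenol alone without NPY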
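Test system: HEK293 cells co-expressing NPY Y1 receptor and cyclic-nucleotide gated channel; Also added: NPY (25 nM), isoproterenol (1 µM), Ro 20-1724 (25 µM); Compound dosing: one concentration, 3.6 µM, in 0.4% DMSO; Timing: dye 3 h, compound 60 min room temperature, stimulation 45 min; Technique: Membrane-potential fluorescent dye readout.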
S1P4 antag – S1P4 receptor antagonists, primary screen, cell-based; AID 1510, 2009; actives 0.26% (n = 220,000); inhibition, % at 4.98 µM; S1P4-expressing cells, antagonist mode, reporter read-out; in the data active = inhibition above about 29%;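 also: 0% = wells stimulated with agonist and 100% = vehicle wells without agonist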
Target sequence (O95977 whole entry, looked up): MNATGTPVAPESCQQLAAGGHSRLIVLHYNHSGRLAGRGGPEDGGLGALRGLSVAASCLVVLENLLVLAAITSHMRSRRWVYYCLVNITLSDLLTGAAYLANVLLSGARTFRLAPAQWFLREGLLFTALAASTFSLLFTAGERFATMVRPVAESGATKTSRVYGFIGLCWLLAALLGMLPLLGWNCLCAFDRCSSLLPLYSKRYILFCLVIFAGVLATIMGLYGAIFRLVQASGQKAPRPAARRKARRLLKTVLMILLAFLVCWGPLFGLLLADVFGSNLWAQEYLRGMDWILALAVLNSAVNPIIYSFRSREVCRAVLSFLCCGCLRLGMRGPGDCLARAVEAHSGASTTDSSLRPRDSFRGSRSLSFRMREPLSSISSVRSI
S1P4 agonist – S1P4 receptor agonists, primary screen, cell-based; S1P4-expressing cell line, agonist reporter assay; actives 0.35% (n = 220,000); AID 1509, 2009; Sphingosine 1-phosphate receptor 4 (Homo sapiens), O95977; activation, % at 4.98 µM; in the data active = activation above about 11%;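 also: 0% = DMSO vehicle and 100% = reference agonist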
Ba/F3 V617F tox – reduced viability of JAK2V617F-dependent Ba/F3 cells, primary screen, JAK2V617F inhibitor project, cell-based, Ba/F3 EpoR-JAK2V617F, luminescence; AID 1446, 2008; ATP luminescence; actives 1.1% (n = 220,000); inhibition, % at 5.6 µM;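 active = inhibition above the campaign mean plus 3 SD over all tested compounds, cut at about 24% in these data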;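 also: cytokine-independent growth of Ba/F3 cells driven by EpoR plus mutant JAK2; 0% = DMSO-treated cells and 100% = JAK inhibitor I control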
p47phox inh – p47phox/p22phox peptide binding inhibitors, primary screen, biochemical, uHTS, NADPH oxidase regulatory subunit | Neutrophil cytosol factor 1 (Homo sapiens), P14598 | actives 0.53% (n = 220,000) | fluorescence polarization, 2 h | inhibition, % at 24.7 µM;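 active = inhibition above about 30%, limit read from the data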;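 also: 0% = p47phox with labelled peptide and 100% = labelled peptide alone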
NPY2 pot ag – NPY-Y2 potentiators or agonists, primary screen, cell-based. actives 0.45% (n = 220,000). cells expressing NPY-Y2, potentiator/agonist read-out. activation, % at 3.6 µM; in the data active = activation above about 27%;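 also: cells stimulated with NPY near EC25 plus isoproterenol at EC100; 0% = vehicle plus submaximal agonist and 100% = vehicle plus saturating agonist; some results beyond the cut were filed as inactive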
Target sequence (P49146 whole entry, looked up): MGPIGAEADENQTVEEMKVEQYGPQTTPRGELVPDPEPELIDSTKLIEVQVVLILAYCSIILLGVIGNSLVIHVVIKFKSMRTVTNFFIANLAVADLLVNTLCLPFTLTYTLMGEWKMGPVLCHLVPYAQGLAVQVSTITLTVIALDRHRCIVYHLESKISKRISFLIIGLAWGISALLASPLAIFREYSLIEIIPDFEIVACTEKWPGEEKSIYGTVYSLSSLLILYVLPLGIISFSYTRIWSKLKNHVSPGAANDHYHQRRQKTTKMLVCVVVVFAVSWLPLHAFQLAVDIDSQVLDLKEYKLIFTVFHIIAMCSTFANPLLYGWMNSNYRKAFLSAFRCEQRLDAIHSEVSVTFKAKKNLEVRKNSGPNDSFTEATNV
The depositor's hits bear a star; / = no result given.

SMILES | NPY-Y1 PAM-ag | CHOP inh | BaF3 parental | NPY Y1 blocker | S1P4 antag | S1P4 agonist | Ba/F3 V617F tox | p47phox inh | NPY2 pot ag
COc1ccc(S(=O)(=O)NCCOc2ccccc2)cc1OC | -2.8 | -19.5 | -0.3 | 3.5 | -20.4 | -1.6 | -1.1 | -1.1 | -10.5
COc1ccc(CNC(=S)Nc2ccc(F)c(Cl)c2)cc1 | -3.0 | 1.9 | 1.6 | 5.2 | -18.1 | -0.2 | 1.1 | -10.5 | -20.4
CC1(C)CC(=O)C=C(NNC(=O)c2ccccc2O)C1 | 12.7 | -13.0 | -0.8 | -1.5 | -3.0 | 0.9 | -1.6 | -7.9 | 8.9
CCCCCC(=O)N/N=C/c1ccc(N(C)C)cc1 | 12.3 | -24.6 | 2.5 | 16.1 | -0.6 | -1.4 | -5.5 | 10.1 | 8.0
COCCN1C(=O)c2ccc(C(=O)O)cc2C1=O | -5.9 | 0.2 | 2.6 | -1.3 | 1.7 | 2.6 | -4.0 | -6.2 | -2.4
CC(=O)N1CSCC1C(=O)N1CCN(c2ccc(N3CCOCC3)nn2)CC1 (stereo not given) | -1.6 | -7.0 | 2.8 | -3.5 | -0.1 | -0.5 | -5.0 | 3.5 | 3.9
CC1(C)CC(=O)C2=C(C1)NC1=C(C(=O)c3ccccc31)C2c1ccc(O)cc1 (stereo not given) | -22.7 | 11.4 | 3.5 | 17.1 | -14.6 | 0.8 | -0.6 | -3.9 | 12.8
CNCCCOc1ccc(C(C)(C)c2ccccc2)cc1 | -19.4 | -31.1 | 5.5 | 18.9 | -6.8 | 0.1 | 2.4 | -2.6 | -15.6
O=C(c1ccccc1)N1CCCCC(S(=O)(=O)c2ccccc2)C1=O (stereo not given) | -9.7 | 4.9 | 2.1 | 7.2 | 1.6 | 0.3 | -0.8 | -7.3 | -5.0
O=C(COc1ccccc1)Nc1ccc(N2CCN(C(=O)c3ccco3)CC2)cc1 | -3.5 | 7.8 | 3.8 | -2.4 | -19.2 | 0.3 | 0.2 | -8.4 | -14.0
CC1CCN(CCC(=O)NN)CC1 | 10.1 | -3.7 | 2.4 | -1.9 | 3.3 | -0.1 | 1.5 | -0.2 | 12.4
CCCCn1c(SCC2CCCCO2)nc2cc(S(N)(=O)=O)ccc21 (stereo not given) | -19.5 | 25.7 | 2.6 | -1.1 | -22.2 | 0.5 | 1.1 | -17.0 | -3.8

Ordered by the number under CHOP inh (low to high): three from the list above.
| mol | NPY-Y1 PAM-ag | CHOP inh | NPY Y1 blocker | S1P4 antag | S1P4 agonist | p47phox inh | NPY2 pot ag |
| --- | --- | --- | --- | --- | --- | --- | --- |
| CC1(C)CC(=O)C=C(NNC(=O)c2ccccc2O)C1 | 12.7 | -13.0 | -1.5 | -3.0 | 0.9 | -7.9 | 8.9 |
| CC1(C)CC(=O)C2=C(C1)NC1=C(C(=O)c3ccccc31)C2c1ccc(O)cc1 (stereo not given) | -22.7 | 11.4 | 17.1 | -14.6 | 0.8 | -3.9 | 12.8 |
| CCCCn1c(SCC2CCCCO2)nc2cc(S(N)(=O)=O)ccc21 (stereo not given) | -19.5 | 25.7 | -1.1 | -22.2 | 0.5 | -17.0 | -3.8 |

The list goes on.
SMILES | NPY-Y1 PAM-ag | CHOP inh | BaF3 parental | NPY Y1 blocker | S1P4 antag | S1P4 agonist | Ba/F3 V617F tox | p47phox inh | NPY2 pot ag
Cc1nn(C)c(Cl)c1C(=O)NC(C(=O)O)c1ccccc1 (stereo not given) | 6.8 | 14.8 | 6.3 | 2.9 | -0.1 | 0.5 | 1.7 | 3.4 | -24.4
CC1(C)CC(=O)C(C(=O)CCCCC(=O)C2C(=O)CC(C)(C)CC2=O)C(=O)C1 | 3.5 | 27.2 | 1.4 | -7.4 | -4.3 | -1.7 | -4.7 | -2.1 | 1.3
O=C(COC(=O)c1ccc(F)cc1)Nc1cc(S(=O)(=O)N2CCOCC2)ccc1N1CCCC1 | 8.4 | 5.7 | 3.6 | 0.4 | -11.0 | 8.8 | 5.6 | -1.0 | 1.4
COc1ccc(OCC(=O)NNC(=O)c2cccc(S(=O)(=O)N(C)C)c2)cc1 | -21.6 | 4.9 | 0.6 | -1.9 | -2.1 | 2.3 | -3.7 | -6.8 | 10.2
COCCNC(=O)c1cc2sccc2n1C | 16.8 | -27.5 | -1.2 | 6.8 | -10.5 | -0.5 | -8.3 | 3.7 | -1.3
Cc1n[nH]c(=O)c2ccccc12 | -7.7 | 2.6 | -1.9 | / | 1.5 | 0.6 | 0.1 | -13.6 | -6.2
COCCCN(C(=O)Nc1ccccc1)C(C)c1ccncc1 (stereo not given) | 7.8 | -5.9 | 1.1 | 5.9 | -13.5 | 0.9 | -3.7 | -11.3 | 3.9
O=c1oc(-c2cccs2)nc2ccc(Br)cc12 | -6.6 | -12.8 | 1.3 | 3.1 | -0.6 | 1.2 | -0.1 | 1.8 | -19.4
O=C(O)C(Cc1ccccc1)N1C(=O)/C(=C/c2cccc3ccccc23)SC1=S (stereo not given) | -55.2 | 106.0* | 7.6 | 10.1 | 5.9 | -0.5 | 2.9 | -39.3 | -22.4
O=C(CCn1[nH]c(=O)c2ccccc2c1=O)N1CCOCC1 | 1.7 | -21.3 | 0.7 | -2.8 | -2.8 | 0.1 | -4.1 | -2.6 | -6.3
CC1=Nc2ccccc2N=C(NC(=O)c2ccccc2)C1c1ccc(Cl)cc1 (stereo not given) | 5.2 | 25.7 | 6.8 | -1.2 | 3.6 | 0.5 | -0.5 | -10.6 | 8.9
Cc1occc1-c1nnc(SCc2nc3ccccc3c(=O)n2CC#N)n1C | 11.4 | -1.4 | 3.3 | 1.7 | -31.3 | 9.9 | -1.0 | -8.3 | 6.1
Cc1nc(N)nc2c1CCCC2 | 29.7 | 14.0 | 0.9 | -2.8 | 2.5 | -1.9 | -3.3 | 0.2 | 3.6
CCCCN(CC)C(=O)CSc1nc2c(sc(=S)n2-c2ccc(OCC)cc2)c(=O)[nH]1 | -6.1 | -11.1 | 3.0 | -2.7 | -12.5 | 0.8 | 1.9 | -4.2 | -5.0
COc1ccc(OC)c(CCNC(=O)CSc2ccsc2[N+](=O)[O-])c1 | 1.6 | 3.8 | 0.8 | 4.2 | 0.8 | -0.5 | -1.4 | -12.9 | 2.7
CCOCCn1c(CN(Cc2ccccc2)Cc2ccccc2)nc2c1c(=O)[nH]c(=O)n2C | -17.3 | -11.6 | 7.0 | -10.4 | -31.8 | 0.8 | -0.5 | -13.6 | 13.9
O=C(N/N=C/c1ccc(OC(=O)c2ccccc2)c([N+](=O)[O-])c1)c1ccc(O)cc1 | -9.6 | 31.2 | 4.6 | 4.5 | -8.2 | -0.7 | 0.7 | -6.5 | 14.4
CN(C(=O)COC(=O)CNC(=O)C12CC3CC(CC(C3)C1)C2)C1CCS(=O)(=O)C1 (stereo not given) | -10.8 | 38.0 | 2.6 | -0.1 | -19.6 | 0.5 | -0.6 | -9.8 | 0.2
CC[n+]1ccc(C(=O)NCc2ccccc2)cc1 | 5.1 | -11.1 | 2.3 | 3.2 | -58.2 | 1.1 | -2.5 | 1.1 | -7.0
CN1CCN(c2cc(=O)n(Cc3ccc(F)cc3)c(=O)[nH]2)CC1 | 0.6 | 35.2 | -2.4 | 4.1 | -2.8 | -7.2 | -4.5 | -2.4 | -16.6
COCCOC(=O)c1cc(C(=O)c2cc(Cl)ccc2O)coc1=N | -6.2 | -1.0 | 4.2 | -1.1 | -11.8 | -1.7 | 0.2 | -14.5 | 1.5
COC(=O)c1ccc(COc2ncnc3sccc23)cc1 | -10.9 | -2.4 | 0.6 | 0.9 | -13.0 | 1.8 | -3.0 | 1.0 | -10.4
COc1cccc(-c2nc(CCl)cs2)c1 | 3.1 | -74.8 | -3.8 | -2.5 | 2.2 | 0.1 | -5.8 | -12.6 | -1.7
Cc1oc(C(C)(C)C)c(CN2CCCC2)c1C(=O)O | -8.2 | -9.1 | 3.5 | -5.9 | -7.8 | -0.2 | -2.2 | -11.4 | -0.3
C/C(CC(=O)Nc1ccc(F)cc1)=N\NC(=O)Cc1csc(N)n1 | -25.8 | 12.6 | 0.2 | -4.2 | -4.2 | 0.4 | -2.1 | -4.7 | -10.3
CCCNC(=O)Cc1c(C)oc2ccccc12 | -27.0 | -6.1 | -2.4 | / | 11.6 | -0.1 | 1.2 | 10.8 | -5.2
O=C(CCCCCn1c(=S)[nH]c2ccc(N3CCOCC3)cc2c1=O)NCc1ccccc1 | -17.6 | 33.2 | 5.0 | -1.4 | -1.6 | 0.6 | 1.1 | 6.1 | 0.4
COCCNC(=O)c1onc(CSc2ccccc2)c1C(=O)O | -18.9 | 26.5 | 1.9 | 8.7 | 0.7 | -0.2 | 0.9 | -16.6 | -2.8
COc1ccc(CNC(=O)COC(=O)/C=C/c2ccco2)cc1 | -3.3 | -23.5 | 2.7 | -0.3 | -8.3 | 1.4 | -3.0 | -0.6 | 10.6
C/C(=N\N=c1/sc2ccccc2n1C)c1ccc(N2CCOCC2)cc1 | 0.0 | 6.3 | 5.0 | 0.1 | -10.3 | 1.3 | -0.1 | -12.4 | -4.0
COc1ccc(OC)c(S(=O)(=O)N2CCN(C34CC5CC(CC(C5)C3)C4)CC2)c1 | 10.2 | 38.5 | 8.1 | -6.9 | -16.5 | 1.2 | -0.1 | -7.4 | 10.2
O=C(Nc1cccc(Cl)c1)N1CCSc2cc(Cl)ccc21 | 7.8 | 58.3 | 2.4 | -1.4 | -18.8 | 1.2 | -2.3 | -14.9 | 2.0
O=C(CNc1ccc2ccccc2c1)N/N=C/c1ccccn1 | -10.8 | 17.0 | -2.0 | / | 4.6 | 0.7 | -0.8 | -3.4 | -3.2
CCNc1oc(-c2ccc(OC)cc2)nc1S(=O)(=O)c1ccc(Br)cc1 | -17.7 | 35.0 | 6.4 | 4.6 | -19.6 | -1.9 | 4.3 | -21.0 | -6.1
O=C(CN1CCOCC1)Nc1ncc(Cc2cccc(Cl)c2Cl)s1 | -8.7 | 17.3 | 8.2 | 2.7 | -10.1 | -2.5 | -1.0 | 3.7 | 3.4
COc1cccc(C(=O)OCCN2CCCCC2)c1 | -8.5 | 20.6 | 0.7 | 9.6 | -0.7 | 0.1 | -0.7 | -14.7 | -8.5
CCC(CC)NC(=O)COc1ccc(OC)cc1C=O | 2.9 | 11.9 | 2.8 | 3.2 | 10.5 | 0.5 | -0.3 | -3.2 | 8.9
COc1ccc(CC(=O)Nc2cccc(-c3nnc(-c4cccc(C)c4)o3)c2)cc1OC | -4.5 | / | 8.2 | 4.7 | -19.5 | -0.7 | 1.2 | -28.5 | -3.1
O=C(CN1CCS(=O)(=O)CC1)NNC(=O)C1CCCCC1 | -3.9 | -3.1 | 5.1 | -0.3 | -16.0 | 1.6 | 2.1 | -9.7 | 0.9
